Screens from PubChem.
WRN helicase inh – WRN helicase (human) inhibition. WRN helicase unwinding, fluorescent forked duplex, kinetic. Q14191. AID 651768. Potency, µM (series often up to 114 µM), for the others: at the highest dose activity change, negative = inhibition, most hits filed as inhibitors. 360,000 compounds, 0.46% hits; further: potency means the concentration at half of the fitted maximal effect; on the % scale 0 is the no-effect control and ±100 the full control effect; nearly all actives have a fitted effect of over 55% in size
Target sequence (Q14191 whole entry, looked up): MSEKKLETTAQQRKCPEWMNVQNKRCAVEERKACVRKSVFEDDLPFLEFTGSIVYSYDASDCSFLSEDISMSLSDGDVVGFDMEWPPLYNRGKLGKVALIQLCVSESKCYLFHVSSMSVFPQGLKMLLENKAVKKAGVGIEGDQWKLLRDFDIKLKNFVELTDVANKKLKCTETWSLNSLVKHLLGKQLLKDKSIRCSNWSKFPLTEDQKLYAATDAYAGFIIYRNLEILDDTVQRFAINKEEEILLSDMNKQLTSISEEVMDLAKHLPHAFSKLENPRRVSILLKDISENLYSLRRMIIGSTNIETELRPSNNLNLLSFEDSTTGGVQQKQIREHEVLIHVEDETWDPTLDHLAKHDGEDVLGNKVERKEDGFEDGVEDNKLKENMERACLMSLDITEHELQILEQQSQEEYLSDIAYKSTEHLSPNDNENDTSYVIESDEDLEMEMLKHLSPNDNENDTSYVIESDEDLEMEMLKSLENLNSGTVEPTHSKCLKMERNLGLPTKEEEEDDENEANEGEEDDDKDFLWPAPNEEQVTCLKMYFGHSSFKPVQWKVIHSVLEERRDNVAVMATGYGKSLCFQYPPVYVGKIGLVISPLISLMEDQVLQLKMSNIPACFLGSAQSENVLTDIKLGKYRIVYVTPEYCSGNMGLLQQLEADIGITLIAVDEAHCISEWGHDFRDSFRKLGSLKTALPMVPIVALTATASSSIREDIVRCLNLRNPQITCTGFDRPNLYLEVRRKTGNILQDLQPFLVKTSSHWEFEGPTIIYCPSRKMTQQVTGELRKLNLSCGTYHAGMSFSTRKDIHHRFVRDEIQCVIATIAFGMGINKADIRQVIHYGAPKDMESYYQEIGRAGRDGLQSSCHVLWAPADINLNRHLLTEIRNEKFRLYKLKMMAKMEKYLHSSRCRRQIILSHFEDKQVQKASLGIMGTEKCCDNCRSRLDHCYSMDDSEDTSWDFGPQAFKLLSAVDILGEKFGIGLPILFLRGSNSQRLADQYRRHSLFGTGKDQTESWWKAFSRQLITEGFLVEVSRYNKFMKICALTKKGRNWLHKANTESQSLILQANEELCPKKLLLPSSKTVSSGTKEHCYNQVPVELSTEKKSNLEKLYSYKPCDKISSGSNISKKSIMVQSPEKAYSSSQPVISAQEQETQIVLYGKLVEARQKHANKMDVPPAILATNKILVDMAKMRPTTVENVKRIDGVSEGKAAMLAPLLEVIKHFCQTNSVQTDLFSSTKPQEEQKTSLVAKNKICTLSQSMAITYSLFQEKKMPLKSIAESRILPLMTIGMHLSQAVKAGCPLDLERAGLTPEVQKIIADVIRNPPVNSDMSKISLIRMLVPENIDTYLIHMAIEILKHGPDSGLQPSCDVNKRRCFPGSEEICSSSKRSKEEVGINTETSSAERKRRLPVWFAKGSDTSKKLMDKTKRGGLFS
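Kinetic red-fluorescence monitoring (525/598 nm) tracks WRN helicase activity after 100 nM fluorophore-quencher forked duplex and 2 mM ATP are added to 20 nM enzyme pretreated 15 min at room temperature with compound.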
DRD3 antagonist – blocks the human D3 dopamine receptor; P35462; D3R cells, DiscoveRx beta-arrestin luminescence, antagonist mode; hits give low values; max response, negative = inhibition, %; 360,000 compounds, 2.5% hits; AID 652054; in the data active means max response below about -50%; inconclusive means no clear call, values can overlap the other calls; further: on the % scale 0 is the no-effect control and ±100 the full control effect; mostly tested at two doses, the higher about 12 µM
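Cells expressing the human receptor were seeded at 1500 cells/well, incubated overnight at 37 degrees C in 5% CO2, then exposed to library compounds with dopamine controls for 90 minutes at 37 degrees C before luminescent detection.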
GLP1R ag – agonists of human GLP-1 receptor; P43220; HEK293 GLP-1R CRE-luciferase, luminescence, 4-6 h; cells express a hypersensitive GLP-1R form; Potency, µM (series often up to 45.6 µM), for the others: at the top dose activation, most hits filed as activators; 380,000 compounds, 0.007% hits; further: potency means the concentration at half of the fitted maximal effect; % of control where 0% means no effect
IL-2 act – IL-2 activation | IL-2 activation reporter assay, cell-based qHTS; stimulated with anti-CD3/CD4/CD28 beads; in transgenic mouse T cells | activation, % (series mostly up to about 46 µM) | 360,000 compounds, 0.065% hits | AID 652025; in the data active means activation above about 50%; inconclusive means mostly about 30% to 49%; further: 0% is about no effect
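Quantitative HTS in unstimulated transgenic mouse T cells, with memory T cells as non-tolerant control and PMA/ionomycin as tolerance-bypass control. Compound pretreatment lasted 60 minutes before 18 h bead stimulation; EGFP/DsRed fluorescence read.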
GLP1R cytotox – cytotoxicity counter-screen for GLP-1 receptor inverse agonists; HEK293 cAMP-luciferase reporter cells, luminescence, 24 h; Potency, µM (top dose mostly 38.3 µM), without a hit: at the top dose activity change, negative = inhibition, usual class: inhibitors; 410,000 compounds, 0.13% hits; AID 624418;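 further: loss of luciferase light is scored as toxicity; potency means the concentration at half of the fitted maximal effect; on the % scale 0 is the no-effect control and ±100 the full control effect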
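A 23 nL compound transfer followed 12 hours of cell culture at 37 deg C; exposure then lasted 24 hr. Luciferase assay detection reagent was dispensed and plates read for luminescence after a 12 min room-temperature wait.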
PLK1 PBD block – PLK1 (human) polo-box domain binding inhibition | Plk1 PBD binding of FITC phosphopeptide, fluorescence polarization | Potency, µM, for the others: max response, negative = inhibition, most hits filed as inhibitors | P53350 | AID 720504 | 360,000 compounds, 2.8% hits; further: potency means the concentration at half of the fitted maximal effect; series mostly up to about 57 µM; on the % scale 0 is the no-effect control and ±100 the full control effect; nearly all actives have a fitted effect of over 65% in size
GLP1R inv ag – GLP-1 receptor (human) inverse agonism | HEK293 GLP-1R CRE-luciferase, luminescence, 24 h; GLP-1R form is constitutively active | AID 624417 | Potency, µM (series often up to 38.3 µM), for the others: at the highest dose activity change, negative = inhibition, most hits filed as inhibitors | 410,000 compounds, 1.6% hits; further: potency means the concentration at half of the fitted maximal effect; on the % scale 0 is the no-effect control and ±100 the full control effect; nearly all actives have a fitted effect of over 55% in size
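Inverse agonism was detected as reduced cAMP-driven luciferase luminescence after 24 h compound treatment. The cells were HEK293 clones expressing constitutively active human GLP-1R with the reporter. Reporter-only and GPR119 cell lines served as counterscreen controls.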
DRD3 agonist – D3 dopamine receptor (human) agonism. D3R DiscoveRx beta-arrestin cells, luminescence, 90 min. P35462. max activation, %. 410,000 compounds, 0.58% hits; in the data active means max activation above about 30%; further: 0% is about no effect; mostly tested at two doses, the higher about 12 µM
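Agonist mode: compounds and dopamine controls were applied to plated cells for 90 min at 37 degrees C after an overnight attachment at 1500 cells/well. Luminescent read-out followed 30 - 60 minutes at room temperature with DiscoveRx detection reagent.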
PI5P4Ka inh – blocks human PI5P4K alpha kinase activity; PI5P4Kalpha enzyme, ADP-Glo luminescence, 60 min; hits give low values; max response, %; 330,000 compounds, 1.2% hits; active means max response of -50% or lower; inconclusive means between -30% and -50%; inactive means -30% or higher; further: value at the top dose of about 77 µM; on the % scale 0 is the no-effect control and ±100 the full control effect
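PI5P4Kalpha ADP-Glo assay; 5 microM ATP final; 60 min RT reaction; HEPES pH 7.4/EGTA/CHAPS, 5% DMSO; controls lacking substrate or enzyme; luminescent end-point.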
* marks the source's active call; other numbers are inactive results; ? = inconclusive; . = no result given; [ ] = remark or other dose. Unless noted, the call rests on the fitted dose curve; in most records, active means well fitted curve in the direction sought with a large enough effect; inconclusive means small, poorly fitted or top-dose-only effect, or another doubt; inactive means no such curve, though single readings can be large; an effect the other way counts as inactive or inconclusive. No enrichment for hits; any-hit rate near 7.8%.

The line under a structure holds: WRN helicase inh	DRD3 antagonist	GLP1R ag	IL-2 act	GLP1R cytotox	PLK1 PBD block	GLP1R inv ag	DRD3 agonist	PI5P4Ka inh
> CC(=O)Nc1ccc(S(=O)(=O)N2CCN(c3nnnn3-c3ccccc3)CC2)cc1
  5%[57.1 µM]	0	7%	-2.1	-9%	0%	5%	-5	0
> CCCCCCn1cc(CN2CC(N3CCSCC3)CS2(=O)=O)nn1 (centres undefined)
  5%	0	4%	0.9	1%	0%	1%	5	-1
> O=C(CNC(=O)c1ccccc1Cl)N/N=C/C=C/c1ccccc1
  -3%	0	0%	4.0	0%	2%	1%	1	1
> Cc1cc(C(=O)OCC(=O)NC2CCCCC2)c(C)o1
  6%	0	-2%	-1.9	-23%	-9%	-16%	-4	-4
> O=C(Nc1cccc(Cl)c1)c1ccc2sc([C@@H]3O[C@H](CO)[C@H](O)[C@H](O)[C@H]3O)nc2c1
  12%[57.1 µM]	-23	-1%	0.1	-1%	-10%	5%	-4	-5
> COc1nc(=O)n(C2CCCO2)cc1C (centres undefined)
  -7%	15	-2%	1.3	60%[activator]	-8%	23%	3	1
> O=C(NCCCNC(=O)c1ccccn1)c1ccc(F)cc1
  10%	-4	0%	-0.3	-1%	-12%	6%	-12	-12
> C[C@]12CCC3c4ccc(OCC(=O)O)cc4CCC3C1CCC2=O (some centres undefined)
  -4%	21	-4%	-3.0	4%	-2%	9%	0	-1
> O=C(O)C(c1ccccc1)C(O)C1CC=CCC1 (centres undefined)
  -19%	-9	-28%	-1.1	10%	-3%	7%	1	-4
> Fc1ccccc1/C=N/n1c(-c2cccnc2)n[nH]c1=S
  -12%	-12	1%	0.9	-1%	-15%	25%	17	6
> Cc1cccc(C(C#N)c2ccc(Cl)nn2)c1 (centres undefined)
  0%	-28	5%	-0.7	4%	-8%	-3%	-7	0
> CCCOc1ccc(CSC(=N)N)cc1C(=O)OC
  -6%	-9	9%	-2.2	-3%	4%	?	0	3
> COc1ccccc1-c1c(C)nn2c(C)cc(C)nc12
  -2%	-14	1%	-3.4	-3%	0%	2%	-8	-11
> CC(O)CN1CCN(C(=O)CN2C(=O)NC(c3ccccc3)(c3ccccc3)C2=O)CC1 (centres undefined)
  2%	-4	4%	-0.2	-3%	2%	-14%	0	5
> O=C(NNC(=O)c1ccccc1-n1cccc1)c1ccc(Cl)cc1Cl
  -10%	?	1%	-0.6	60%[activator]	-15%	-12%	2	3

Two entries from above, set out differently.
Cc1cccc(C(C#N)c2ccc(Cl)nn2)c1 (centres undefined)
  WRN helicase inh: 0%; DRD3 antagonist: -28; GLP1R ag: 5%; IL-2 act: -0.7; GLP1R cytotox: 4%; PLK1 PBD block: -8%; GLP1R inv ag: -3%; DRD3 agonist: -7; PI5P4Ka inh: 0
O=C(Nc1cccc(Cl)c1)c1ccc2sc([C@@H]3O[C@H](CO)[C@H](O)[C@H](O)[C@H]3O)nc2c1
  WRN helicase inh: 12%[57.1 µM]; DRD3 antagonist: -23; GLP1R ag: -1%; IL-2 act: 0.1; GLP1R cytotox: -1%; PLK1 PBD block: -10%; GLP1R inv ag: 5%; DRD3 agonist: -4; PI5P4Ka inh: -5

(next part)
The line under a structure holds: WRN helicase inh	DRD3 antagonist	GLP1R ag	IL-2 act	GLP1R cytotox	PLK1 PBD block	GLP1R inv ag	DRD3 agonist	PI5P4Ka inh
> Cc1c(OCC(N)=O)ccc2c(-c3ccccc3)cc(=O)oc12
  50µM*	9	18%	-2.9	-3%	-18%	49%[activator]	4	-4
> Cc1cccc(C)c1-n1nnnc1S(=O)(=O)Cc1ccccc1Cl
  -5%	-23	7%	3.3	7%	-11%	-12%	-19	.
> CN(CC(=O)Nc1ccccc1Br)C(=O)c1cccc([N+](=O)[O-])c1
  -9%	4	12%	-0.5	7%	5%	-3%	6	5
> Cn1c(N)c(N=Nc2ccc(S(N)(=O)=O)cc2)c(=O)n(C)c1=O
  -4%	10	7%	0.0	-23%	-11%	-2%	2	-2
> CN(C)C1(CNC(=O)c2cccc(S(=O)(=O)Nc3ccc(Br)cc3)c2)CCCCC1
  -3%	3	-1%	-1.3	15%	-6%	?	-9	14
> CN(C)C(CNC(=O)CN1C(=O)NC2(CCc3ccccc32)C1=O)c1ccco1 (centres undefined)
  3%	17	-5%	-1.8	2%	1%	-6%	4	8
> CCn1c(SCC(=O)N/N=C/c2ccc(O)c(OC)c2)nc2ccccc21
  8%	25	-8%	-3.5	-5%	0%	18%	11	0
> Cc1cc(C)nc(N(C#N)CN2C(=O)c3ccccc3C2=O)n1
  -5%	14	2%	-1.3	6%	-16%	-8%	-15	.
> COc1cnc(-c2ccccn2)nc1Sc1ccccc1Cl
  -6%	-68*	7%	-1.4	-32%	-6%	?	-8	.
> CC1(C)Cc2cccc(OCC(=O)N3CCN(c4ccccc4Cl)CC3)c2O1
  -5%	8	18%	-6.4	11%	-6%	?	6	0
> CC(=O)Nc1sc(NC(=O)c2ccccc2)nc1-c1cccs1
  -4%[57.1 µM]	5	-6%	-2.6	-16%	-5%	9%	0	.
> COc1ccc(-c2cc(C(=O)OCC(=O)NC(C)C)c3ccccc3n2)cc1
  -10%	-4	-5%	-2.8	8%	-20%	15%	-10	3
> CN(C)c1c(F)cc(C(=O)NCc2ccccc2)cc1F
  3%	3	20%	-0.3	-2%	-6%	17%	-2	1
> O=C(Nc1ccc(Cl)cc1)c1cc(S(=O)(=O)N2CCCCC2)ccc1N1CCOCC1
  2%	7	8%	-2.4	5%	-9%	?	0	-3
> COc1ccc(Cc2c(C(C)(C)C)nc3ccc(Cl)cn23)c(C)c1
  -8%	0	-1%	3.7	12%	4%	?	13	17
> COc1c(C)cc(C(=O)C2CCCN(C(=O)c3csc(C)n3)C2)cc1C (centres undefined)
  2%[57.1 µM]	9	-5%	-1.3	0%	1%	-26%	24	-3
> CC1=C(C(=O)OC2CCCC2)C(c2ccccc2C(F)(F)F)CC(=O)N1 (centres undefined)
  .	.	-2%	.	4%	.	?	2	.
> COc1ccc(NC(=O)c2c([N+](=O)[O-])c(C(C)(C)C)nn2C)cc1
  -3%	-7	7%	-0.3	-6%	-9%	?	1	2
> O=C(COc1ccccc1)N1CCN(S(=O)(=O)c2ccc(Cl)cc2)CC1
  -4%	?	13%	7.8	-13%	-1%	-15%	-7	.
> Cc1ccc(N2C(=O)[C@@H]3C(c4ccc(F)cc4)=NO[C@@H]3C2=O)cc1
  -1%	-12	-29%	0.5	-3%	-5%	8%	3	16
> C=C(C)Cn1c(C2CC(=O)N(c3ccccc3F)C2)nc2ccccc21 (centres undefined)
  2%	-26	19%	-2.2	2%	-10%	-8%	2	3
> COc1cccc(OC)c1C(=O)N1CCN=C1SCc1cccnc1
  0%	-1	-8%	0.9	2%	-12%	-1%	2	1
> COc1ccccc1OCCNC(=O)C(CCSC)NS(=O)(=O)c1ccccc1F (centres undefined)
  -6%	14	-9%	4.0	7%	-3%	-5%	-5	-4
> CCN(CC(=O)Nc1ccccc1OC)C(=O)c1ccc2[nH]c3c(c2c1)CC(C)CC3 (centres undefined)
  -3%	-20	-3%	-0.5	2%	-11%	?	2	3
> CCCCNC(=O)CSc1nc2ccc(NC(=O)CSc3nnc(N)s3)cc2s1
  -12%	13	1%	-0.3	4%	-19%	10%	-2	-20
> O=C1CN(C(=O)COC(=O)/C=C/c2ccc(OC(F)F)cc2)c2ccccc2N1
  -19%	2	-2%	-0.6	-1%	-8%	-4%	1	4
> CCc1ccccc1NC(=O)NCc1ccc2c(c1)OCO2
  14%	-7	0%	-0.8	0%	-6%	-23%	-5	-1
> Cc1c(OC(C)C(=O)NCCCN2CCOCC2)ccc2c1oc(=O)c1ccccc12 (centres undefined)
  0%	13	13%	-4.0	-1%	-7%	70%[activator]	-3	1
> CCOc1cc2[nH]c(=S)n(CCCN3CCCC3=O)c(=O)c2cc1OCC
  3%	4	-1%	1.2	0%	-3%	21%	-1	.
> Cc1c(C)c2cc(Cl)c(O)c(CN(C)C)c2oc1=O
  -1%	-14	-3%	-0.9	394%[activator]	-9%	0%	-5	.
> O=C1c2ccccc2C(=O)N1CCCOc1ccccc1
  2%	-20	2%	0.2	-10%	-1%	10%	0	11
> O=C1NC[C@H](CC2CCCCC2)N(CCc2cccc3ccccc23)C1=O
  -6%	-25	9%	-0.3	6%	-18%	15%	-8	-5
> CC(Sc1nnnn1C)C(=O)Nc1ccc(N2CCOCC2)cc1 (centres undefined)
  5%	-11	6%	-3.0	-2%	-9%	64%[activator]	-5	-3
> Cc1ccc(S(=O)(=O)C=CS(=O)(=O)c2ccc(C)cc2)cc1
  -19%	-99*	-2%	-1.7	?	2.7µM*	-22%	-17	-11
> O=C(CCCCn1c(=O)c2ccccc2n(Cc2ccc(F)cc2Cl)c1=O)NCc1ccco1
  -35%	31	?	0.3	-30%	-16%	-1%	-3	-19
> O=C(CCc1ccccc1)NC(=S)Nc1ccccc1[N+](=O)[O-]
  -2%	?	1%	2.3	?	-15%	?	-1	1
> Cc1ccc(C(=O)NC2CC3CCC(C2)N3Cc2ccco2)cc1 (centres undefined)
  -1%	-28	3%	3.6	-16%	-1%	2%	-10	3
> CC(=O)c1ccc(N2CCC(c3cc(-c4ccc(Cl)cc4)n[nH]3)CC2)c([N+](=O)[O-])c1
  -8%	?	0%	-1.0	-6%	0%	-8%	1	2
> COC(=O)c1cc(NC(=O)c2cccc(C(F)(F)F)c2)c(=O)oc1C/C=N/OCc1cccc(Cl)c1Cl
  -14%	14	-9%	5.6	6%	-8%	?	1	-26
> Cc1ccc(CNCC(O)(c2ccc(F)cc2)c2ccc(F)cc2)cc1
  -19%	-24	-3%	-0.5	3%	1%	?	2	7
> O=C(Nc1ccnn1C1CCN(Cc2ccc(Cl)cc2)CC1)C1CCCC1
  -21%	-1	-2%	-0.7	7%	4%	?	-30	5
> COc1ccc(NC(=S)N(Cc2ccc(Cl)cc2)Cc2ccc(C(=O)O)cc2)cc1Cl
  -9%	11	3%	-0.2	-16%	?	?	4	9
